Source: PubChem BioAssay
pAkt inh: HTS Assay for Inhibitors of Akt Phophorylation: Primary Screen; Neuro2A IGF-stimulated pAkt S473 HTRF, 20 min; hits give low values; activity change, % for hits at 50 µM; actives 0.32% (n = 360,000); in the data active = activity change below about -80%; inconclusive = mostly about -51% to -80%; note: % is set by controls: 0 for no effect and ±100 for the full control effect
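Neuro2A cells (4,500/well, DMEM with 0.5% FBS) were treated with compound at a single 50 µM final concentration, stimulated with 6 nM IGF for 20 min at 37 °C, and lysed. Phospho-Akt Ser473 was read by HTRF as 665/615 ratio ×10^4.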
EPAC2 agonist: qHTS for Agonist of cAMP-regulated guanine nucleotide exchange factor 4 (EPAC2): primary screen. Rap guanine nucleotide exchange factor 4 (Homo sapiens), Q8WZA2. EPAC2 activation, biochemical qHTS; response scale: 100% = 6.5 mM cAMP response. Potency, µM (top dose mostly 154 µM), for the others: at the top dose activation, usual class: activators. actives 0.079% (n = 360,000). AID 720711, 2013; note: potency is the fitted concentration of half-maximal effect; nearly all actives have a fitted effect of over 50% in size
Target sequence (Q8WZA2 whole entry, looked up): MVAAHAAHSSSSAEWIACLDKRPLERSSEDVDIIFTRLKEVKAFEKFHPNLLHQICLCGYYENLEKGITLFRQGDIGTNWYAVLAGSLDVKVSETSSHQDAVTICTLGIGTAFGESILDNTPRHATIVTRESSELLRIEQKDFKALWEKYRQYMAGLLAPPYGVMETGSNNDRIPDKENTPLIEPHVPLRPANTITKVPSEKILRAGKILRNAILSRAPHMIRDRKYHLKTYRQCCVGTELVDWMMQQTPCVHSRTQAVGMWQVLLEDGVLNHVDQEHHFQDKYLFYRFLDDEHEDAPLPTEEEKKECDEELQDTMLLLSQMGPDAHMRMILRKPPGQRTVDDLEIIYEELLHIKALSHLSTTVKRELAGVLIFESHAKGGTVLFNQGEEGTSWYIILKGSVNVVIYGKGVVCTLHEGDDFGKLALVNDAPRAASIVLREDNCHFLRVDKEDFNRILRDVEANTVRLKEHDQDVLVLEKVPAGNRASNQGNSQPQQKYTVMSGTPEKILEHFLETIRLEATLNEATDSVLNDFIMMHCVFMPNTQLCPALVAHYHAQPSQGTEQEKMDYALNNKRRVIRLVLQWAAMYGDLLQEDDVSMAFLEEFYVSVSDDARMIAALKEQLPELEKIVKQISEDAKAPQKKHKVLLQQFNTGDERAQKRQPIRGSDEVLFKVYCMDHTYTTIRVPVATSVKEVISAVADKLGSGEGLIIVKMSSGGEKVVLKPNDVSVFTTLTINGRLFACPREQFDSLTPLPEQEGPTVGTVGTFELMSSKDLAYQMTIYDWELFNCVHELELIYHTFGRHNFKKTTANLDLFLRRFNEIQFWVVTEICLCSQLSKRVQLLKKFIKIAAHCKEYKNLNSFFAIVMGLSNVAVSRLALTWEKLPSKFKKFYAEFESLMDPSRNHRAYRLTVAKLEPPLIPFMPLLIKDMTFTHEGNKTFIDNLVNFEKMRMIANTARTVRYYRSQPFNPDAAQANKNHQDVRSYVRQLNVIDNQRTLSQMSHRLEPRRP
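Each well held 100 nM EPAC2, 250 nM RAP1B-BODIPY-GDP and 50 uM GDP. Fluorescence, read at 5-min intervals to 30 min, was referenced to a 6.5 mM cAMP positive control.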
Nrf2 inh: Nrf2 qHTS screen for inhibitors; Potency, µM (top dose mostly 46 µM), without a hit: top-dose activity change, negative = inhibition, usual class: inhibitors; A549 ARE-Fluc reporter, luciferase luminescence, 18-24 h; actives 2.1% (n = 360,000); AID 504444, 2011; note: potency is the fitted concentration of half-maximal effect; % is set by controls: 0 for no effect and ±100 for the full control effect; nearly all actives have a fitted effect of over 60% in size
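Concentration-response testing used A549 ARE_Fluc cells at 5000 cells/well. Following an 18-24 h compound incubation, viability was read by fluorescence (Ex 405/Em 525) and luciferase output by luminescence.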
A549 viability: Nrf2 qHTS screen for inhibitors: counterscreen for cytotoxicity; A549 ARE-Fluc cells, CellTiter-Fluor viability, 18-24 h; Potency, µM (top dose mostly 46 µM), inactives show top-dose activity change, negative = cytotoxicity, most hits filed as inhibitors; actives 0.16% (n = 390,000); AID 504648, 2011; note: potency is the fitted concentration of half-maximal effect; % is set by controls: 0 for no effect and ±100 for the full control effect
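Cytotoxicity counterscreen: CellTiter-Fluor fluorescence was measured in A549 ARE_Fluc cells after 18-24 h of compound exposure in a concentration series. The subsequent BugLite luminescent read reports ARE-luciferase activity.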
MmCpn inh: Inhibitors of TCP-1 ring complex (TRiC) of Methanococcus maripaludis (MmCpn): qHTS; Chaperonin Mm-Cpn (Methanococcus maripaludis); purified Mm-Cpn ATPase, ADP Transcreener TR-FRET; Potency, µM (doses to about 76.9 µM), inactives show top-dose activity, negative = inhibition, usual class: inhibitors; actives 0.031% (n = 330,000); note: potency is the fitted concentration of half-maximal effect; % is set by controls: 0 for no effect and ±100 for the full control effect; nearly all actives have a fitted effect of over 80% in size
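Measured: ADP formation by purified Mm-CPN. Conditions: 25 nM protein, 10 uM ATP, Tris pH 7.4 with Mg2+, K+ and DTT, 37°C for 30 min. Detection: Transcreener HTRF after 30 min at room temperature.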
EPAC2 antag: qHTS for Antagonist of cAMP-regulated guanine nucleotide exchange factor 2 (EPAC2): primary screen; Rap guanine nucleotide exchange factor 4 (Homo sapiens), Q8WZA2; EPAC2 GEF exchange of Rap1B-BODIPY-GDP, fluorescence; Potency, µM (series often up to 114 µM), inactives show at the highest dose activity, negative = inhibition, hits mostly inhibitors; actives 0.18% (n = 360,000); AID 720708, 2013; note: potency is the fitted concentration of half-maximal effect; % is set by controls: 0 for no effect and ±100 for the full control effect; nearly all actives have a fitted effect of over 45% in size; many of its hits are not listed in these tables
TGFb SMAD3 inh: qHTS for Inhibitors of TGF-b; HepG2 CAGA-GFP TGF-b/SMAD3 reporter, GFP fluorescence, 18 h; TGF-beta stimulated, 500 pg/mL final; Potency, µM (doses to about 46.1 µM), for the others: at the highest dose activity, negative = inhibition, hits mostly inhibitors; actives 1.2% (n = 410,000); note: potency is the fitted concentration of half-maximal effect; % is set by controls: 0 for no effect and ±100 for the full control effect; nearly all actives have a fitted effect of over 65% in size
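TGF-beta reporter screen: HEPG2 CAGA-GFP, 1% FBS, 500 pg/mL TGF-beta final, 18 h; per-cell GFP summed per well; curves fitted and categorized by class.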
Nrf2 ARE act: qHTS of Nrf2 Activators. AID 624171, 2012. Potency, µM (doses to about 46.1 µM), inactives show at the highest dose activation, most hits filed as activators. actives 0.31% (n = 410,000). AREc32 ARE-luciferase reporter (MCF7-derived line), luminescence, 24 h; note: potency is the fitted concentration of half-maximal effect; % of control where 0% means no effect; nearly all actives have a fitted effect of over 65% in size
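ARE activation measured as luciferase luminescence (Steady-Glo, 30 min RT) in AREc32_Fluc cells after 24 hr compound exposure at 37 deg C, 5% CO2; cells seeded overnight at 1000/well in OPTI-MEM, 5% FBS.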
CCT chaperon mod: High-Throughput Screening for Modulators of Cytosolic Chaperonin Activity. actives 0.3% (n = 360,000). activity change, % (no concentration beside the values), hits read low. purified chaperonin ATPase assay, HTRF ADP detection, 30 min; in the data active = activity change below about -30%; note: % is set by controls: 0 for no effect and ±100 for the full control effect
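ATPase activity: ADP formed was measured by HTRF Transcreener (665/615 nm ratio) after 30 min at 37 deg C with 10 uM ATP. Compounds screened at one 76 uM concentration against 40 or 20 nM TRiC in Tris pH 7.4/KCl/MgCl2/DTT buffer.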
* hit, by the source's call; i = inactive; ? = inconclusive; . = not tested or not shown; [ ] = remark or other dose. Unless noted, calls come from the whole dose curve; as a rule, active = well fitted curve in the direction sought with a large enough effect; inconclusive = small, poorly fitted or top-dose-only effect, or another doubt; inactive = no such curve, though single readings can be large; an effect the other way counts as inactive or inconclusive.

SMILES	pAkt inh	EPAC2 agonist	Nrf2 inh	A549 viability	MmCpn inh	EPAC2 antag	TGFb SMAD3 inh	Nrf2 ARE act	CCT chaperon mod
C[C@H]1C=C(C(=O)NCc2nc3ccccc3[nH]2)O[C@@H](OCc2ccc(CO)cc2)C1	i	9%	-2%	0%	-1%	10%	-4%	3.7%	-4.0
O=C(CC(C(=O)O)N1CCOCC1)Nc1ccc(Cl)cc1 (stereo not given)	i	6%	.	-3%	0%	14%	1%	-0.1%	0.4
CC(C)Cc1ccc(CN2CCCC(NC(=O)c3ccnn3C)C2)cc1 (stereo not given)	i	-4%	13µM*	-19%	-4%	-2%	?	0.2%	-1.0
COc1ccc(/C=C(/C#N)c2nc(-c3ccc(-c4ccccc4)cc3)cs2)cc1	.	.	7%	-3%	.	.	?	-1.0%	.
COc1ccccc1NC(=O)C(C)OC(=O)CC1CCCCC1 (stereo not given)	i	8%	15%	3%	-1%	-18%	-7%	-0.1%	-0.5
Nc1c(C(=O)NC2CCCC2)c2nc3ccccc3nc2n1/N=C/c1cccnc1	i	-12%	4%	-6%	.	4%	2%	-0.5%	-1.1
COc1ccc(S(=O)(=O)NCC2CCCN(C(=O)C=C(C)C)C2)cc1 (stereo not given)	i	-5%	9%	-5%	4%	0%	-1%	-0.6%	1.3
CCCCOC(=O)Nc1ccc(S(=O)(=O)Nc2nccs2)cc1	i	-8%	-9%	-8%	-1%	?	-19%	0.4%	0.5
COc1ccc(C/C(C)=N/NC(=O)c2ccncc2)cc1	i	3%	10%	-2%	2%	6%	-1%	-0.1%	0.4
CC1=CN2C(=N)/C(=C/c3ccc(C)o3)C(=O)N=C2S1	i	6%	?	5%	0%	2%	1%	-0.5%	-1.7
Cn1c(C(=O)N(Cc2ccccc2)Cc2cccs2)cc2sccc21	i	12%	-25%	0%	-6%	-10%	?	-0.2%	-2.1
Cc1ccc(S(=O)(=O)N2CCN(CC(=O)NC3CCCc4ccccc43)CC2)c(C)c1 (stereo not given)	i	9%	-12%	-20%	-1%	-9%	-25%	0.0%	-1.3
O=C1CN(C(=O)COC(=O)CCS(=O)(=O)c2ccccc2)c2ccccc2N1	i	0%	-5%	0%	1%	1%	15%	4.3%	-2.0
COc1ccc(NC(=O)Nc2nnc(C(C)C)s2)cc1	.	3%	.	8%	-1%	1%	-7%	2.1%	-1.1
CN(C)c1ccc2nsnc2c1[N+](=O)[O-]	i	4%	2%	-18%	-5%	0%	-11%	?	-2.2
Cc1cc(C)c(C(=O)COC(=O)C2CC3CCCC(C2)C3=O)c(C)c1 (stereo not given)	i	16%	-5%	-2%	-1%	-6%	-1%	-0.7%	-1.5
Cc1nnc(SCC(=O)NC2CCCC2)n1CCc1ccccc1	i	6%	-1%	-1%	1%	1%	-22%	0.5%	0.1
COc1cccc(CN2CC(C(=O)NCCc3ccc(C)s3)CCC2=O)c1 (stereo not given)	i	-5%	-5%	-5%	1%	-1%	5%	-0.6%	-2.5
CC1(Cc2cc(Cl)ccc2C(F)(F)F)C(=O)Nc2ccc(S(=O)(=O)NC3CCCCC3)cc21 (stereo not given)	i	0%	.	.	.	-17%	?	0.5%[9.22 µM]	-1.3
C[C@H](CO)N1C[C@H](C)[C@@H](CN(C)S(=O)(=O)c2cn(C)cn2)OCc2cn(nn2)CCCC1=O	i	15%	.	.	.	-1%	12%	-0.5%	-2.4
O=C1CC[C@@H]2CC3(C[C@@H]4CCN1[C@H]24)Nc1cc(Cl)ccc1NC3=NC1CCCCC1 (stereo not given in full)	i	-2%	17%	-13%	.	-8%	?	12%	0.7
Cn1c(=O)c2cc(NC(=O)CCc3ccc4c(c3)OCO4)ccc2n1Cc1ccc(F)cc1	i	10%	.	.	.	-17%	5%	-0.1%	-1.8
O=C(CSc1nnc(-c2ccccc2Br)o1)N1CCOCC1	i	15%	?	1%	-2%	-6%	-11%	5.6%	-3.2
COc1cccc(CN2CCNC(=O)C2CC(=O)NCCc2ccccn2)c1 (stereo not given)	i	7%	22%	-7%	2%	7%	18%	0.0%	-0.9
COc1ccc(C)cc1NC(=O)NNC(=O)c1ccoc1C	i	0%	4%	-6%	0%	10%	6%	5.3%	0.2
CNc1nc(C)nc(N/N=C/c2ccccc2)n1	i	6%	16%	-11%	-1%	6%	5%	1.9%	-4.0
CCOc1ccc(Br)cc1C1=NN(C(C)=O)C(c2ccc([N+](=O)[O-])s2)O1 (stereo not given)	i	17%	-4%	0%	-2%	-13%	13µM*	?	0.1
CCC(=O)Nc1ccc(NC(=O)CSc2nnc(-c3ccco3)n2CC)cc1	i	-2%	-22%	-1%	3%	0%	-3%	0.1%	3.4
CC(C)CCC(C)NC(=O)Cc1ccc(S(=O)(=O)N2CCOCC2)s1 (stereo not given)	i	9%	-12%	7%	-5%	-1%	12%	-0.4%	0.1
CCOC(=O)c1c(CC(C)C)csc1N	i	0%	?	-5%	-6%	?	-3%	0.9%	0.5
O=[N+]([O-])c1cc(C(F)(F)F)cc([N+](=O)[O-])c1NCc1cccnc1	i	4%	11%	-4%	-1%	0%	?	2.8%	-5.9
CN1CCC(OC(=O)c2ccccc2Cl)CC1	i	2%	13%	6%	2%	7%	12%	0.0%	-2.0
Cc1ccc(OCc2cc(C(=O)NC(C)Cc3cccnc3)no2)cc1C (stereo not given)	i	6%	?	6%	1%	-3%	-24%	0.3%	0.7
CCc1nc(SCC(=O)Nc2cc(C)on2)c2c(=O)n(C)c(=O)n(C)c2n1	i	9%	6%	-3%	-3%	7%	0%	-0.1%	-1.2
NC(=S)NNc1cc(Cl)cc(Cl)c1	i	3%	-23%	-4%	-1%	9%	-5%	-0.6%	0.3
NC(=S)NN=C1CCCCCCCC1	i	7%	7%	23%	.	17%	?	21%	1.1

Entries of single compounds, looked up by structure. Values in the order: pAkt inh	EPAC2 agonist	Nrf2 inh	A549 viability	MmCpn inh	EPAC2 antag	TGFb SMAD3 inh	Nrf2 ARE act	CCT chaperon mod
`CCOc1ccc(Br)cc1C1=NN(C(C)=O)C(c2ccc([N+](=O)[O-])s2)O1` (stereo not given) in the list: i	17%	-4%	0%	-2%	-13%	13µM*	?	0.1
`O=[N+]([O-])c1cc(C(F)(F)F)cc([N+](=O)[O-])c1NCc1cccnc1` in the list: i	4%	11%	-4%	-1%	0%	?	2.8%	-5.9
`CC(C)CCC(C)NC(=O)Cc1ccc(S(=O)(=O)N2CCOCC2)s1` (stereo not given) in the list: i	9%	-12%	7%	-5%	-1%	12%	-0.4%	0.1
`CNc1nc(C)nc(N/N=C/c2ccccc2)n1` in the list: i	6%	16%	-11%	-1%	6%	5%	1.9%	-4.0

Other compounds:
SMILES	pAkt inh	EPAC2 agonist	Nrf2 inh	A549 viability	MmCpn inh	EPAC2 antag	TGFb SMAD3 inh	Nrf2 ARE act	CCT chaperon mod
COc1ccc(C(C)C)cc1S(=O)(=O)NCCc1c(C)[nH]c2c(Cl)cccc12	.	.	?	-1%	.	.	?	-0.4%	.
Cc1onc(-c2ccccc2Cl)c1C(=O)Nc1ccc(F)c(F)c1	.	8%	4%	-8%	0%	11%	-8%	-0.7%	-3.9
CN(C)S(=O)(=O)c1ccc(N2CCCC2)c(C(=O)NC2CCC(O)CC2)c1 (stereo not given)	i	0%	?	-2%	0%	12%	-4%	0.5%	0.0
CCN(CC)CCCNC(=O)CSc1nc(C)cc(C)n1	i	14%	14%	4%	2%	8%	-18%	0.9%	-3.2
O=C1Nc2ccccc2C1Cc1ccc(Br)cc1 (stereo not given)	.	.	-27%	9%	.	.	-27%	0.7%	.
O=C(Cn1ncc2c(=O)oc3ccccc3c21)N1CCc2ccccc2C1	i	5%	4%	2%	1%	1%	-6%	0.4%	0.8
CC1(/[N+]([O-])=C/c2ccc(F)cc2)CCCCC1=O (stereo not given)	i	6%	-3%	-2%	1%	-2%	8%	0.4%	2.6
O=C(COc1ccc2c3c(c(=O)oc2c1)CCC3)NC(Cc1ccc(Cl)cc1)C(=O)O (stereo not given)	i	12%	-19%	8%	-3%	10%	5%	-0.9%	-1.2
CC1Cc2nc(SCC(=O)NCC3CCCO3)n(-c3ccccc3)c(=O)c2S1 (stereo not given)	i	-7%	.	.	.	-3%	-17%	-0.5%	0.7
CCOC(=O)C1CCN(c2c(NCc3ccc(C(=O)NC(C)CC)cc3)c(=O)c2=O)CC1 (stereo not given)	i	-4%	.	15%	-2%	-7%	3%	-0.4%	2.2
CCOCCOc1nc2c(c(=O)n(C)c(=O)n2C)n1Cc1ccc(C)cc1	i	-1%	-19%	-4%	0%	-9%	-1%	-0.2%	0.7
C[n+]1ccccc1Nc1cc([N+](=O)[O-])ccc1N	i	2%	-11%	-24%	-2%	-5%	-16%	0.3%	1.1
COc1ccc(/C=N/NC(=O)c2ccc(NC(=O)C3CCCCC3)cc2)cc1O	i	8%	4%	-1%	0%	0%	-12%	0.2%	-1.9
COc1cccc(/C=C/C(=O)OCC(=O)c2c(N)n(C)c(=O)n(C)c2=O)c1	i	-1%	-29%	-6%	-6%	-4%	-5%	5.1%	-0.5
O=C(NCCN1CCOCC1)c1ccc2c(c1)ncn2C1CCCCC1	i	7%	4%	-6%	-2%	0%	-10%	2.2%	-0.8
CCOC(=O)N1CCN(C(=O)COc2ccc(Cl)cc2)CC1	i	3%	4%	?	2%	9%	0%	-0.6%	-2.2

These rows are one share of the data; count on the stated rates, not on these rows.
